Source: PubChem BioAssay
SUMO HTRF inh = inhibitors of in vitro SUMOylation cascade, primary screen, biochemical, HTRF, uHTS; HTRF SUMOylation assay, SAE1/SAE2 + UBC9; inhibition, % at 35 µM; 0.36% of 290,000 active; SUMO-conjugating enzyme UBC9 (Homo sapiens), P63279; in the data active = inhibition above about 50%, passing the limit was not always enough; also: strong numbers were not always called active
CRFR2-BP antag = antagonists of CRF-BP/CRF-R2 complex, primary screen, cell-based, HEK293, calcium dye fluorescence, uHTS; CRF-induced calcium fluorescence; inhibition, % at 11.8 µM; 0.59% of 350,000 active;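 active = inhibition of the ligand-induced calcium signal above about 50% at the single tested concentration, limit read from the data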
NS3 helicase inh = inhibitors of HCV NS3 helicase, primary screen, biochemical, Cy5 molecular beacon fluorescence; Hepatitis C virus NS3 helicase; AID 1800, 2009; 0.56% of 290,000 active; NS3 helicase DNA unwinding; inhibition, % at 10.9 µM;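 active = inhibition above the mean of all tested compounds plus 3 SD, set per campaign, cut at about 35% in these data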;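 also: 0% = DMSO wells and 100% = thioflavine S control wells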
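Control set: DMSO versus 110 µM thioflavine S; Material: NS3 helicase fragment of HCV; Measured by: Cy5 fluorescence at 0 and 60 min, beacon hairpin quenching; Read-out basis: percent inhibition from t60/t0 fluorescence ratio; Times: reaction time 60 min, 25 °C; Repeats: single replicate; Compound dosing: single dose, 10.9 µM nominal final, DMSO 0.8% final.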
pCIP destab = p/CIP-EGFP fusion destabilizers, primary screen, fluorescence, F442A cells; 16 h; decrease of EGFP signal, % at 10 µM; 0.01% of 290,000 active; Q05BA5;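 active = EGFP signal decrease of at least 30% at 10 µM or well 3 SD below plate mean, unless failing retest; inactive = the rest, including hits failing retest or dose response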; also: some compounds called inactive have numbers as strong as hits; many of its hits are not listed in these tables
Target sequence (Q05BA5 1-1403): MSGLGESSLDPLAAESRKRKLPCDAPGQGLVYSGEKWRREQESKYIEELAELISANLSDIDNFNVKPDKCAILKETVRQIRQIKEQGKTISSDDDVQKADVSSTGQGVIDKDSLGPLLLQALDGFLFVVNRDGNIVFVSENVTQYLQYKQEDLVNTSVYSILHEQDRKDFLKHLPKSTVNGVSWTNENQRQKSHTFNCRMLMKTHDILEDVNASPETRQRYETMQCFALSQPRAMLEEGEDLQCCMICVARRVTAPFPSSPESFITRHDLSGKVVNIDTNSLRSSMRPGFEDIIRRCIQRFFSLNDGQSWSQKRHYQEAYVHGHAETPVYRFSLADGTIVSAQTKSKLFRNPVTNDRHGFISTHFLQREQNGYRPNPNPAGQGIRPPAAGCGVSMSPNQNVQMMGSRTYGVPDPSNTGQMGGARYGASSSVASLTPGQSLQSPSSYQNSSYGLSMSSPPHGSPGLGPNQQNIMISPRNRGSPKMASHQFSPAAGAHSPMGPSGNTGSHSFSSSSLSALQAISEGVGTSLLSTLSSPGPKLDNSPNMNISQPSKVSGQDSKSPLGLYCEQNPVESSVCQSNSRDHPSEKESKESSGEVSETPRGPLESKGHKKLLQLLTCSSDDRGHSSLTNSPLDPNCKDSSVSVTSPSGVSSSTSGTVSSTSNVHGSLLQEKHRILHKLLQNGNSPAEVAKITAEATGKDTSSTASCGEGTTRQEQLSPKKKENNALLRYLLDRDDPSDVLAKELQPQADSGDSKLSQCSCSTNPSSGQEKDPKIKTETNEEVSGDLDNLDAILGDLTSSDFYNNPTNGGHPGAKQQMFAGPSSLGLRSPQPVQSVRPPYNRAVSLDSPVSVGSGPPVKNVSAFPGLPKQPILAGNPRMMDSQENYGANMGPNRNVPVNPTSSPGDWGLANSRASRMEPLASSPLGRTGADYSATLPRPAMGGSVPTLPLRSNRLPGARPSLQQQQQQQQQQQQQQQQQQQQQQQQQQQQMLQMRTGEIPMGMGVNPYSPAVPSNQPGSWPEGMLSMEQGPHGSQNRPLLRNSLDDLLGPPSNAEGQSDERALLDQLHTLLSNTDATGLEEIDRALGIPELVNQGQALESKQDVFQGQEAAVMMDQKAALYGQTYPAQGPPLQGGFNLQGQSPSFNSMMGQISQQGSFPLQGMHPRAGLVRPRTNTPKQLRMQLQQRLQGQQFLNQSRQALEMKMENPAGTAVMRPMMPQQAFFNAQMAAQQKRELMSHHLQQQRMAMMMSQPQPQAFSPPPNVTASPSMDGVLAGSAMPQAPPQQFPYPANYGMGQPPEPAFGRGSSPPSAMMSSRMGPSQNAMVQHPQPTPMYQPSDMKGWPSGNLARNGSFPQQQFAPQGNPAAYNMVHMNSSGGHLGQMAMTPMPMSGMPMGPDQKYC
IMP-1 inhibitor = IMP-1 metallo-beta-lactamase inhibitors, primary screen, biochemical, epi-absorbance readout, Pseudomonas aeruginosa enzyme | purified IMP-1, nitrocefin hydrolysis, epi-absorbance fluorescence | inhibition, % at 5.6 µM | 0.45% of 290,000 active | AID 1556, 2009;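 active = inhibition above the mean plus 3 SD of all compounds in the same screening run, cut at about 4.5% in these data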;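 also: 0% = IMP-1 with DMSO and 100% = DMSO wells lacking enzyme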
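Material – recombinant IMP-1 enzyme, purified · Amount – IMP-1 0.2 nM before substrate addition · Medium – HEPES buffer pH 7.1 with ZnSO4 and Brij 35 · Timing – 25 °C, 15 min preincubation, 25 min reaction · Measured by – plate fluorescence quenching by hydrolysis product, ex 480/em 530 nm · Read-out – percent enzyme inhibition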
IDE cell inh = human IDE inhibitors in live cells, primary screen, fluorescence polarization, HEK cells, FAbetaB substrate. FAbetaB cleavage. Insulin-degrading enzyme (Homo sapiens), P14735. inhibition, % at 5.59 µM. 0.41% of 320,000 active. AID 434962, 2010;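 active = percent inhibition above the average of all tested compounds plus 3 SD, set per screening campaign, cut at about 16% in these data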;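 also: IDE supplied by intact live HEK cells; FP after avidin binding of uncleaved biotin substrate so inhibition keeps polarization high; 0% = DMSO wells and 100% = 60 µM reference IDE inhibitor Ii1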
VIM-2 inh = VIM-2 metallo-beta-lactamase inhibitors, primary screen, biochemical, epi-absorbance readout, Pseudomonas aeruginosa enzyme; 0.89% of 290,000 active; AID 1527, 2009; inhibition, % at 5.6 µM; purified VIM-2, nitrocefin hydrolysis, epi-absorbance fluorescence;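 active = inhibition above the mean of all tested compounds plus 3 SD, cutoff set per screening run, cut at about 7.5% in these data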;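 also: red hydrolysis product quenches plate fluorescence so inhibitors raise well fluorescence; 0% = enzyme with DMSO and 100% = DMSO without enzyme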
IDE cell activ = human IDE activators in live cells, primary screen, fluorescence polarization, HEK cells, FAbeta-B substrate; FAbeta-B cleavage; 0% vehicle, 100% cell-free pure enzyme wells; activation, % at 5.96 µM; 0.073% of 340,000 active;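 active = activation above the mean of all tested compounds plus 3 SD, set per screening campaign, cut at about 17% in these data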
GalR3 antagonist = GalR3 antagonists in HEK293 cells, primary screen, cell-based, fluorescence readout; 0.44% of 360,000 active; Galanin receptor type 3 (Homo sapiens), O60755; AID 651719, 2012; inhibition, % at 3 µM; HEK293 GalR3-CNG cAMP membrane potential fluorescence; galR3 body fused to GalR1 C-terminus;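 active = inhibition above the screen-wide average plus 3 SD, cut at about 13% in these data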;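 also: forskolin and galanin both at EC90 stimulate the cells; cAMP rise reported by CNG channel membrane potential dye signal; 0% = forskolin plus galanin with DMSO and 100% = forskolin alone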
Numbers without * were called inactive; x = not tested or not shown.

#1 COc1ccc(CC(=O)N(Cc2ccccc2)c2ccc(C)cc2)cc1OC
#2 COC(=O)CCCC(=O)Nc1ccc(Br)cc1
#3 CC(C)=C1SC(N2CCN(c3ccc(C)cc3)CC2)=NC1=O
#4 CC(C)OCC1CC(CC(=O)Nc2ccc([N+](=O)[O-])cc2)C(=O)O1 (stereo unspecified)
#5 Cc1ccc(-c2nn3c(C)nnc3s2)cc1NC(=O)COc1ccc(Cl)cc1
#6 O=C(O)Cn1c(CCS(=O)(=O)c2ccc(Br)cc2)nc2ccccc21
#7 CCOC(=O)C1CCN(C(=O)Cc2c(F)cccc2Cl)CC1
#8 NC(=O)COC(=O)c1c2c(nc3ccccc13)CCCCC2
#9 COc1ccc([N+](=O)[O-])cc1NC(=O)c1ccc(-n2nc(C)cc2C)cc1
#10 COc1ccc(Oc2nc(-c3ccccn3)nc3ccccc23)cc1

compound no.	1	2	3	4	5	6	7	8	9	10
SUMO HTRF inh	-5	17	-5	14	-1	1	-1	0	11	9
CRFR2-BP antag	11	3	8	-6	-8	12	-19	1	7	11
NS3 helicase inh	-5	6	1	6	4	3	0	-6	-8	-1
pCIP destab	-6	-1	3	-11	-5	-2	-3	13	-7	14
IMP-1 inhibitor	-2.5	-2.9	2.0	0.1	-3.2	-2.2	-1.0	-1.8	-1.5	-1.1
IDE cell inh	-3	-3	-1	-2	1	0	1	2	-1	1
VIM-2 inh	-2.5	-2.0	-2.4	0.1	-4.0	0.0	-0.8	-0.2	1.6	-0.4
IDE cell activ	6	4	5	-1	-10	2	3	2	0	x
GalR3 antagonist	-3	-4	-6	-1	0	-2	-1	-8	-3	-5

#11 Cc1cccc(OCCCn2c(CO)nc3ccccc32)c1
#12 Cc1[nH]c(=O)c(C#N)cc1-c1ccccc1
#13 Cc1ccc(S(=O)(=O)Nc2ccccc2C(=O)N2CCCCC2)cc1
#14 Clc1cccc(NCc2nnc(SCc3ccccc3Cl)o2)c1
#15 O=C(N/N=C/c1cn(-c2ccccc2)nc1-c1cc2ccccc2o1)c1ccncc1
#16 O=C(CSc1nc2ccsc2c(=O)n1Cc1ccc(C(=O)O)cc1)NCc1ccco1
#17 O=C(CCCn1cc([N+](=O)[O-])cn1)Nc1ccc2c(c1)OCO2
#18 CCCCN(C(=O)c1ccc(-c2ccc([N+](=O)[O-])cc2)o1)c1c(N)n(CC(C)C)c(=O)[nH]c1=O
#19 O=C(Nc1cc(S(=O)(=O)N2CCCCC2)ccc1O)c1ccccc1NS(=O)(=O)c1ccc(F)c(F)c1
#20 Cc1ccc2[nH]c(=O)cc(C(=O)OC(C)C)c2c1

compound no.	11	12	13	14	15	16	17	18	19	20
SUMO HTRF inh	4	-5	9	-7	15	9	-2	x	18	24
CRFR2-BP antag	-6	2	-12	-11	-29	-9	10	18	81*	5
NS3 helicase inh	-1	-2	4	-10	-2	20	11	x	-25	-5
pCIP destab	-10	-2	-17	7	-6	-5	-3	x	-2	6
IMP-1 inhibitor	-5.5	-2.2	-0.5	1.0	-1.4	0.5	-1.0	x	-0.4	-2.7
IDE cell inh	-7	6	1	4	5	1	2	-2	5	0
VIM-2 inh	-1.4	-2.0	-1.9	-0.2	-2.6	1.1	-0.7	x	-1.0	-1.9
IDE cell activ	3	-1	6	2	0	5	-2	5	7	4
GalR3 antagonist	7	20*	-2	-2	-7	-2	-10	-4	-3	-9

#21 O=C(O)c1cc(S(=O)(=O)N2CCCCC2)ccc1N1CCCCC1
#22 C=CCN(Cc1nc(-c2cc(OC)ccc2OC)oc1C)C1CCS(=O)(=O)C1 (stereo unspecified)
#23 COc1ccccc1/C=N/NC(=O)CC(=O)NCc1ccccc1
#24 Cc1cc(C)n(C(C)CC(=O)Nc2ccc3c(c2)OCCO3)n1 (stereo unspecified)
#25 O=S(=O)(Nc1cccc(S(=O)(=O)N2CCCC2)c1)c1cccs1
#26 Cc1cc(C)c(C#N)c(SCC(=O)CC(=O)OC(C)C)n1
#27 CC1CCCCC12NC(=O)N(CC(=O)OCC(=O)N(C)C1CCCCC1)C2=O (stereo unspecified)
#28 Cc1cccc(OCC(=O)OCC(=O)N2CCN(C(=O)c3ccco3)CC2)c1C
#29 COc1ccc(CCNC(=O)COC(=O)C23CC4CC(CC(Br)(C4)C2)C3)cc1
#30 CCCCNC(=O)Cn1nc([N+](=O)[O-])c([N+](=O)[O-])c1C

compound no.	21	22	23	24	25	26	27	28	29	30
SUMO HTRF inh	x	11	-14	-5	x	12	x	5	-10	2
CRFR2-BP antag	3	4	24	-2	6	11	1	12	-6	13
NS3 helicase inh	x	-5	23	12	x	5	x	-2	5	1
pCIP destab	x	3	2	9	x	-11	x	-4	-7	5
IMP-1 inhibitor	x	-2.7	-3.6	1.5	x	-0.6	x	-1.2	-2.0	0.5
IDE cell inh	-4	7	5	6	-2	0	2	5	0	3
VIM-2 inh	x	-0.2	-5.6	1.3	x	1.0	x	0.1	-2.6	-0.4
IDE cell activ	1	-3	0	4	0	7	3	1	0	5
GalR3 antagonist	-9	-3	-6	1	-5	1	-6	1	-1	0

#31 CC(C)(CN1CCc2ccccc2C1)NS(=O)(=O)c1ccc(Cl)cc1
#32 CC(C)=C1C2CCC1C1C(=O)N(NC(=O)COc3ccc(C(C)(C)C)cc3)C(=O)C21 (stereo unspecified)
#33 Cc1nc2sc3c(c2c(=O)n1/N=C/c1ccco1)CCCC3
#34 COCc1nnc(NC(=O)C2CC(=O)N(CCc3ccc(F)cc3)C2)s1 (stereo unspecified)
#35 CC(=O)NC(=S)Nc1ccccc1C(=O)NC1CCCCC1
#36 O=C(CN1CCN(Cc2ccc(Cl)cc2)CC1)N/N=C/c1cccc(F)c1
#37 CCOc1ccc(N2C(=O)CC(N(CCc3ccc(OC)c(OC)c3)C(=O)/C=C/C(=O)O)C2=O)cc1 (stereo unspecified)
#38 O=C(Cn1c2[n+](c3ccc(C(F)(F)F)cc31)CCCCC2)Nc1ccc(Br)cc1
#39 O=C(NCCc1ccccc1)C1CCN(S(=O)(=O)N2CCCC2)CC1
#40 CCOc1ccc(C(C)NC(=O)c2cccc(F)c2)cc1 (stereo unspecified)

compound no.	31	32	33	34	35	36	37	38	39	40
SUMO HTRF inh	2	-6	-5	-4	3	10	16	-14	12	11
CRFR2-BP antag	-15	2	-23	-4	16	-12	4	-9	-39	-6
NS3 helicase inh	-13	-5	1	-1	3	-6	25	-74	-11	10
pCIP destab	7	-1	-5	-14	-4	11	-2	7	-7	-9
IMP-1 inhibitor	-2.1	-2.4	-0.3	-0.8	-3.3	-0.9	1.7	-3.7	-1.0	-1.5
IDE cell inh	-1	-3	0	-1	4	-5	-1	0	5	4
VIM-2 inh	-2.1	-2.6	2.2	-1.2	-3.0	-1.5	1.4	-2.3	-1.7	-0.7
IDE cell activ	-6	1	2	3	0	x	-5	-1	1	8
GalR3 antagonist	-6	-3	-6	-7	3	-1	-2	x	-3	-2

#41 Cc1csc(NC(=O)CCCC(=O)c2ccccc2)n1
#42 O=C(COC(=O)CNS(=O)(=O)c1ccc(F)c(F)c1F)Nc1ccc(OC(F)F)cc1
#43 CC(=O)c1cc(-c2ccccc2)[nH]c1N1CCCC1
#44 c1ccc(-n2cccc2)c(N2CCCCC2)c1
#45 CCN1CCN(c2oc(COc3ccc(Cl)cc3)nc2C#N)CC1
#46 O=C(CSc1nnc(-c2cccnc2)n1Cc1ccco1)Nc1cccc(O)c1
#47 Clc1ccc(-c2nnc3sc(Cc4cccs4)nn23)c(Cl)c1
#48 O=c1[nH]c(NC2CCN(S(=O)(=O)c3ccccc3C(F)(F)F)CC2)nc2c1CCCC2
#49 COc1ccc(C(CNC(=O)c2cc3ccccc3cc2OC)N2CCCC2)cc1 (stereo unspecified)
#50 CCCSc1nc(O)c(C2OC(=O)c3c2ccc(OC)c3OC)c(=O)n1C (stereo unspecified)
#51 COc1ccc(C(=O)Nc2ccccc2N2CCN(C(=O)c3ccccc3)CC2)cc1Br
#52 O=C(O)c1ccccc1SCC(=O)N1CCOCC1

compound no.	41	42	43	44	45	46	47	48	49	50	51	52
SUMO HTRF inh	12	-24	-9	-2	-24	-2	0	10	7	-4	-5	17
CRFR2-BP antag	0	4	-12	-2	6	4	-2	10	-4	4	11	-19
NS3 helicase inh	0	-1	-1	2	-13	1	2	-7	-25	5	-19	5
pCIP destab	-20	6	-11	-13	3	-3	-8	-5	-8	-4	-1	-4
IMP-1 inhibitor	-2.8	-0.3	-7.3	-2.6	-2.2	-5.1	-1.3	-2.0	-2.5	-2.5	-2.3	-2.4
IDE cell inh	6	-5	3	9	-5	7	-4	x	0	1	7	0
VIM-2 inh	-3.3	1.4	-0.1	-1.9	2.3	-4.8	-4.6	0.5	-2.1	-0.5	-0.5	-2.2
IDE cell activ	2	3	1	x	2	-14	2	2	-2	2	2	6
GalR3 antagonist	1	4	-2	-6	-7	-9	-3	-10	-2	-5	-1	1

Reprinted, nos. 1 to 8
#1 COc1ccc(CC(=O)N(Cc2ccccc2)c2ccc(C)cc2)cc1OC
#2 COC(=O)CCCC(=O)Nc1ccc(Br)cc1
#3 CC(C)=C1SC(N2CCN(c3ccc(C)cc3)CC2)=NC1=O
#4 CC(C)OCC1CC(CC(=O)Nc2ccc([N+](=O)[O-])cc2)C(=O)O1 (stereo unspecified)
#5 Cc1ccc(-c2nn3c(C)nnc3s2)cc1NC(=O)COc1ccc(Cl)cc1
#6 O=C(O)Cn1c(CCS(=O)(=O)c2ccc(Br)cc2)nc2ccccc21
#7 CCOC(=O)C1CCN(C(=O)Cc2c(F)cccc2Cl)CC1
#8 NC(=O)COC(=O)c1c2c(nc3ccccc13)CCCCC2

compound no.	1	2	3	4	5	6	7	8
SUMO HTRF inh	-5	17	-5	14	-1	1	-1	0
CRFR2-BP antag	11	3	8	-6	-8	12	-19	1
NS3 helicase inh	-5	6	1	6	4	3	0	-6
pCIP destab	-6	-1	3	-11	-5	-2	-3	13
IMP-1 inhibitor	-2.5	-2.9	2.0	0.1	-3.2	-2.2	-1.0	-1.8
IDE cell inh	-3	-3	-1	-2	1	0	1	2
VIM-2 inh	-2.5	-2.0	-2.4	0.1	-4.0	0.0	-0.8	-0.2
IDE cell activ	6	4	5	-1	-10	2	3	2
GalR3 antagonist	-3	-4	-6	-1	0	-2	-1	-8
